Compound activity: PubChem BioAssay, several laboratories
TR-FRET SRC-2 ct: TR-FRET signal artefacts, primary screen, artefact control for PPARgamma SRC-2 agonist project, biochemical | TR-FRET artefact counter-screen; active compounds read high | TR-FRET ratio at 8 µM | hit rate 0.4% among 200,000 | AID 1049, 2008; in the data active = TR-FRET ratio above about 2000; also: inactives centre near 1500
TLR4 MyD88 comp: inhibitors of TLR4-MyD88 association in cells, primary screen, cell-based, HeLa CL3-4, BLA complementation, FRET ratio | Toll-like receptor 4 (Homo sapiens) + Myeloid differentiation primary response protein … | HeLa CL3-4 TLR4/MyD88 BLA complementation | inhibition, % at 8.4 µM | hit rate 0.18% among 200,000 | AID 861, 2007; in the data active = inhibition above about 25%;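 also: 0% = vehicle and 100% = reference inhibitor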
PPARg SRC2 recr: agonists of PPARg-SRC-2 recruitment, primary screen, biochemical, HTS. Peroxisome proliferator-activated receptor gamma (Homo sapiens), P37231. PPARgamma LBD-SRC-2 recruitment. activation, % at 8 µM. hit rate 0.34% among 200,000. AID 1032, 2008; in the data active = activation above about 22%;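 also: 0% = vehicle and 100% = reference agonist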
Target sequence (P37231 whole entry, looked up, the tested form may be a part): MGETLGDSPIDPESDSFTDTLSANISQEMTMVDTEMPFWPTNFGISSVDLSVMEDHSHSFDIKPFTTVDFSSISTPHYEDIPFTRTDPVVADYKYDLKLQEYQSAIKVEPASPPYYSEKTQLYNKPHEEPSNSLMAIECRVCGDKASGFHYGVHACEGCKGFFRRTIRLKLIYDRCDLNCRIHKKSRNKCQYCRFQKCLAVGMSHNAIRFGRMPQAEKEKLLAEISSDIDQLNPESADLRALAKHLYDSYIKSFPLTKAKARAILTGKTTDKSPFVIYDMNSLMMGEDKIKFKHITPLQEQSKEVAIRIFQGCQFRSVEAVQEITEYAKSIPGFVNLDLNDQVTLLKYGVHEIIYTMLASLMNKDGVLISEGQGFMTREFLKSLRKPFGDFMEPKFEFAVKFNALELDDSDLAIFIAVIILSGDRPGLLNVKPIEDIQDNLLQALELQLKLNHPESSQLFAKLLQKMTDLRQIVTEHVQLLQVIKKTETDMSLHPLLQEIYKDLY
bIAP inhibitor: bovine intestinal alkaline phosphatase inhibitors, primary screen, selectivity assay for TNAP inhibitor project, biochemical, bovine IAP, CDP-star luminescence; 190,000 tested, under 10 active; inhibition, % at 20 µM; AID 1019, 2008; purified bovine IAP, 30 min;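 active = over 50% inhibition of intestinal alkaline phosphatase at 20 µM in the single-dose screen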
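Incubation: 30 min reaction at room temperature / Material: purified bovine intestinal alkaline phosphatase (IAP) enzyme / Input: enzyme at 1/65,000,000 dilution / Dosing: 20 µM single dose / Signal: CDP-star luminescence signal / Reagent: CDP-star chemiluminescent phosphatase substrate, 30 µM final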
L major viab: Leishmania major promastigote growth inhibition, primary screen; Leishmania major promastigotes, resazurin fluorescence viability; inhibition, % at 10 µM; AID 1063, 2008; hit rate 9% among 200,000; in the data active = inhibition above about 50%;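 also: promastigotes grown with compound for 44 hours at 28 °C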
Redox H2O2 prof: compounds producing H2O2 with reducing agent – biochemical, NIH compound library profiling, artefact control for MLSCN library redox annotation, primary screen. AID 878, 2007. activation, % at 10 µM. DTT-dependent redox cycling H2O2, phenol red/HRP absorbance; 100% = 100 µM peroxide control, 0% = buffer. hit rate 0.03% among 200,000;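 active = activation of at least 50% relative to the plate's high and low controls in the primary single-dose screen; inactive = activation below 50%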;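 also: compound incubated with DTT at 0.8 mM final as the reducing agent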
bIAP act: bovine intestinal alkaline phosphatase activators, primary screen, biochemical, bovine IAP, CDP-star luminescence | alkaline phosphatase, intestinal [Bos taurus] | purified bovine IAP, 30 min; active compounds read high; fold of DMSO-control signal, blank-subtracted | activation factor at 20 µM | hit rate 0.17% among 200,000 | AID 1016, 2008;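 active = activation factor of 2 or more at 20 µM, a signal rise over negative controls twice the positive control's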
PPARg SRC1 recr: PPARgamma agonists recruiting SRC-1 coactivator, primary screen, biochemical | Peroxisome proliferator-activated receptor gamma (Homo sapiens), P37231 | PPARgamma-SRC-1 coactivator recruitment biochemical assay | activation, % at 8 µM | hit rate 0.41% among 200,000 | AID 631, 2007; in the data active = activation above about 19%;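 also: 0% = DMSO and 100% = reference agonist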
S1P3 antag: S1P3 receptor antagonists, primary screen, cell-based. Sphingosine 1-phosphate receptor 3 (Homo sapiens), Q99500. hit rate 0.27% among 170,000. inhibition, % at 4.98 µM. CHO S1P3 NFAT-BLA reporter, FRET fluorescence, antagonist mode;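 active = inhibition above the plate cutoff, the mean inhibition of test wells on that plate plus 3 SD, cut at about 28% in these data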;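 also: cells challenged with S1P at its EC80 of 0.8 µM; blue over green emission ratio from cleaved BLA substrate after 4 h stimulation; 0% = S1P-stimulated wells and 100% = unstimulated DMSO-only wells; some compounds past the cut are filed as inactive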
Target sequence (Q99500 whole entry, looked up): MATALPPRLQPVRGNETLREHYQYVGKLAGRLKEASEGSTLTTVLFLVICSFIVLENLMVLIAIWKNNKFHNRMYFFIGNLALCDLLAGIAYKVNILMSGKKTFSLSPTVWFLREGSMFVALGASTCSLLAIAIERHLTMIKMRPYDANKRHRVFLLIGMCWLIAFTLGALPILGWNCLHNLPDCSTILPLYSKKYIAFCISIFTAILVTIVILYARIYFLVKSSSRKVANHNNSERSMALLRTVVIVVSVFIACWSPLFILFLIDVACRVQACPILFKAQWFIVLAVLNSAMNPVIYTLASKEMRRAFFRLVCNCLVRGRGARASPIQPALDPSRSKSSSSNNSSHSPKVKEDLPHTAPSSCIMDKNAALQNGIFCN
PPARg SRC-3 ag: PPARgamma agonists recruiting SRC-3 coactivator, primary screen, biochemical; biochemical PPARgamma/SRC-3 coactivator recruitment assay; activation, % at 8 µM; hit rate 0.26% among 200,000; AID 731, 2007; in the data active = activation above about 23%;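 also: 0% = DMSO and 100% = reference agonist; some compounds past the cut are filed as inactive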
ROMK primary: ROMK potassium channel modulators, primary screen, cell-based, thallium flux, MLSMR library | hit rate 2% among 130,000 | Tet-inducible ROMK, thallium flux fluorescence; actives lie on both sides | AID 1918, 2009 | ATP-sensitive inward rectifier potassium channel 1 (Homo sapiens), P48048 | B-score at 10 µM;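 active = signal ratio slope over the read window, or its plate-corrected B-score, at least 3 SD from the plate mean, either direction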;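 also: B-score of the F/F0 ratio slope over 7 to 12 s after thallium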
Numbers without * were called inactive; . = not tested or not shown.

SMILES	TR-FRET SRC-2 ct	TLR4 MyD88 comp	PPARg SRC2 recr	bIAP inhibitor	L major viab	Redox H2O2 prof	bIAP act	PPARg SRC1 recr	S1P3 antag	PPARg SRC-3 ag	ROMK primary
Clc1ccc(-c2csc(N3CCOCC3)n2)cc1	1815	-1	15	-14	-8	-1.3	1.1	13	-6	3	-0.046
O=S(=O)(Cc1ccccc1)N1CCN(Cc2ccc3c(c2)OCO3)CC1	1566	-2	-3	11	92*	-0.1	0.9	-1	.	-4	-0.27
COc1ccc(OC)c(CN2C(=O)c3ccccc3C2C(=O)NCC2CCCO2)c1 (stereo not given)	1329	0	12	-7	-6	-1.0	1.1	8	-8	-3	-0.12
Cc1cc(C)c(C)c(OCCCn2ccnc2)c1	1534	3	2	-9	82*	0.2	1.1	2	.	4	-0.52
Nc1cc(Oc2ccc(F)cc2F)cc([N+](=O)[O-])c1	1478	0	1	-18	-9	-0.2	1.2	-6	-7	-3	-0.13
Cn1c(NCc2cc(Br)ccc2O)nc2ccccc21	1500	3	-4	-7	22	0.0	1.1	2	.	7	.
Cc1ccsc1C(=O)OCC(=O)NCc1ccc2c(c1)OCO2	1455	6	4	7	-5	-0.3	0.9	-4	0	-3	.
Cc1c(C(=O)NCC2CCCO2)oc2ccc(S(=O)(=O)N3CCCC3)cc12 (stereo not given)	1640	0	4	6	-8	-0.4	0.9	9	.	1	0.66
CCN(CC)C(=O)CSc1nc(N)c(C(=O)Nc2ccc(OC)cc2)s1	1451	8	0	2	-1	0.1	1	-1	9	2	-0.35
Cc1cccc2nc(-c3cccc(NC(=O)Cc4ccccc4)c3)cn12	1531	-15	3	6	3	-0.2	0.9	6	7	-3	-0.8
CCOC(=O)c1cnc(-n2[nH]c(C)cc2=O)[nH]c1=O	1485	0	-11	-39	-10	-0.3	1.4	-1	-5	0	0.7
CCOC(=O)COn1c(=O)c[n+]([O-])c2ccccc21	1464	-17	-3	2	1	0.9	1	1	-18	3	.
CC(C)CCN1CCN(Cc2ccc(Sc3nncn3C)o2)CC1CCO (stereo not given)	1445	-8	0	-19	-5	-1.0	1.2	-4	-17	-1	1.3
OCCC#Cc1ccc(CN2CCN(C3CCCCC3)C(CCO)C2)cc1 (stereo not given)	1578	1	1	-2	-3	0.9	1	7	-1	0	0.53
Cc1csc(NC(=O)Cc2nn(C)c(=O)c3ccccc23)n1	1599	-2	12	0	-1	0.1	1	-4	.	9	-0.87
O=C(NCc1ccccc1Cl)c1ccc(S(=O)(=O)Nc2cccc(C(F)(F)F)c2)cc1	1524	9	0	-11	61*	-0.3	1.1	-5	-7	-4	-1.6
CSc1nnc(C)c(/C=C/NOCc2cccc(F)c2)n1	1613	-9	4	0	-8	-0.9	1	-6	-19	-2	0.053
CCOc1ccc(-n2c(=O)[nH]cc(C(=O)N3CCc4ccccc43)c2=O)cc1	1577	8	4	8	-5	-0.3	0.9	10	2	7	-0.097
O=C1CCC(c2ccccc2)=NN1Cc1c(F)cccc1Cl	1458	-16	-10	-1	1	0.0	1	-10	10	-5	0.57
CCOC(=O)c1c(C)n(C)c2ccc(O)c(CN3CCC(C)CC3)c12	1445	14	-2	11	61*	3.2	0.9	0	9	-11	.
COc1ccc2c(C)cc(SCC#N)nc2c1	1664	-8	4	7	4	0.2	0.9	2	-15	4	-1.6
CCOC(=O)N1CCC(NC(=O)Cn2cc3c(n2)CCCC3)CC1	1517	-8	-5	11	-12	0.1	0.9	0	-25	5	.
Nc1ccccc1C(=O)N(Cc1ccccc1)Cc1ccccc1	1485	8	-1	3	4	-1.3	1	-2	.	12	-0.64
O=C(c1cc(-c2ccccc2Cl)on1)N1CCN(C(=O)c2ccco2)CC1	1401	-4	-5	2	-11	2.2	1	2	.	3	.
COc1ccccc1CNC(=O)CCCOc1cc(=O)n(C)c2ccccc12	1525	-8	8	-7	-5	1.6	1.1	2	.	9	.
COc1ccc(CN(Cc2cc3cc4c(cc3[nH]c2=O)OCO4)C(=O)NC2CCCCC2)cc1	1469	-4	-4	-5	27	2.6	1.1	6	3	-2	.
CCCCN(C)CCCNC(=O)c1cc(=O)[nH]c2ccc(S(=O)(=O)N3CCCCC3C)cc12 (stereo not given)	1710	-5	-3	0	0	-0.5	1	7	-10	-1	0.39
CCOc1ccc(OCCN2C(=O)NC(Cc3c[nH]c4ccccc34)C2=O)cc1 (stereo not given)	1474	2	2	-8	8	-0.3	1.1	5	.	8	.
O=C(CN(Cc1ccccc1)S(=O)(=O)c1ccccc1)N/N=C/c1ccc([N+](=O)[O-])cc1	1571	7	-1	1	28	-0.2	1	-1	11	0	-1.4
COc1ccc(N2C3=C(CC4=C2CCCC4=O)C(=O)CCC3)cc1	1446	0	-2	15	26	2.1	0.9	-2	.	-12	-0.13
O=c1cc(CN2CCOCC2)c2c(ccc3ccccc32)o1	1605	-10	-3	10	11	-2.6	0.9	3	18	10	.
CCn1nc(C)c(NC(=O)CCCSc2nc(-c3ccco3)cc(C(F)(F)F)n2)c1C	1614	-3	7	-6	5	0.1	1.1	5	8	-5	-2.1
CCN(CC(=O)NCc1cccs1)c1ccc(S(=O)(=O)N2CCCC2)cn1	1426	0	1	-10	-7	0.0	1.1	0	2	2	0.42
CC1Cc2ccccc2N1C(=O)C1CCN(S(=O)(=O)c2cccs2)CC1 (stereo not given)	1576	1	-16	15	32	0.1	0.9	1	10	-19	-0.28
Cc1ccc2c(c1)NC(C(C)(C)C)CO2 (stereo not given)	1514	-18	-5	8	-2	-5.3	0.9	-6	.	9	.
C=CCn1c(SCC(=O)c2c(N)n(CCC)c(=O)n(C)c2=O)nnc1-c1ccncc1	1645	-4	0	14	-6	-1.1	0.9	8	-8	4	0.037
N#Cc1c(-c2ccccc2)ccn(Cc2ccc(Cl)cc2)c1=O	1557	-18	9	3	-6	-7.3	1	4	.	12	.
CS(=O)(=O)N(Cc1ccccc1Cl)c1ccc(C(=O)NCc2ccccn2)cc1	1620	-10	0	2	0	-1.1	1	-3	-24	5	-0.59
O=C(c1sc2ccccc2c1Cl)N1CCN(c2ccccc2F)CC1	1471	-16	2	-8	-8	-0.3	1.1	-3	-8	-1	0.51
COc1ccc(CCNC(=O)CSc2ccc3ccccc3c2)cc1OC	1643	-9	3	-4	4	0.1	1	8	-5	5	.
O=C1C(Cl)=C(NCC2CCCO2)C(=O)N1C1CCCCC1 (stereo not given)	1617	3	2	2	-2	-0.3	1	3	13	-8	-0.028
COc1ccc(C(=S)N2CCCCC2)cc1Br	1413	3	-6	4	12	0.2	1	3	-6	-1	0.37
CN(C)S(=O)(=O)c1cccc(NC(=S)N(CCC#N)Cc2cccnc2)c1	1779	-3	-1	-2	-3	-0.7	1	3	-19	5	0.83
COC(=O)C1=C(C)N=C2SC(C#N)=C(N)N2C1c1ccc(OC)cc1 (stereo not given)	1640	5	2	12	-3	-3.6	0.9	4	.	1	0.0042
Cc1nc(NCc2cccnc2)c2c3c(sc2n1)CC(C)CC3 (stereo not given)	1505	-10	3	-7	7	-1.1	1.1	6	0	4	0.37
CSc1nc(C)cc(SC(C(C)=O)C(=O)Nc2ccccc2)n1 (stereo not given)	1590	-3	0	-12	-11	2.6	1.1	-4	.	-2	.
CCC1(c2ccccc2)NC(=S)N(c2ccc(C)cc2)N1 (stereo not given)	1490	-7	2	14	22	-2.0	0.9	4	-1	6	0.65
CC(C)OC(=O)c1cccc(C(=O)Oc2ccccc2)n1	1388	7	1	-6	-2	2.4	1.1	-1	.	-6	.
CCc1cc2c(=O)n(Cc3ccco3)c(SCc3c(C)noc3C)nc2s1	1765	4	0	11	14	-0.1	0.9	0	35	2	-0.22
NC(=O)C1(N2CCCCC2)CCN(CC(=O)Nc2ccccc2-c2ccccc2)CC1	1441	-6	-13	2	-1	0.4	1	-2	21	11	-0.4
Cc1cc(C)n2nc(C(=O)Nc3ccc4c(c3)CCC4)nc2n1	1540	-7	8	6	5	-0.3	0.9	1	-13	5	0.42
COc1cc(C2NC(=O)NC(C)=C2C(=O)OC2CCCC(C)C2)ccc1O (stereo not given)	1921	-5	-4	7	4	-0.5	0.9	3	-52	16	.
CC(C)CC(=O)Nc1ccc(-c2nnn(CC(=O)NCc3ccco3)n2)cc1	1594	-1	6	7	3	-0.3	0.9	1	-10	4	0.11
COc1ccc(OCC(=O)Nc2cccc(OC)c2)cc1	1607	15	13	7	-8	0.2	0.9	1	16	4	.
CCN(CC)CCCSc1nc2ccccc2s1	1366	-17	-2	-10	70*	-0.8	1.1	-6	0	4	0.021
O=C(Cc1ccc(F)cc1)NCc1cccnc1	1640	-8	4	3	-5	4.2	1	4	2	1	0.46
O=c1ccc(-c2nc3cc(Cl)ccc3n2Cc2ccccc2)c[nH]1	1649	-8	0	6	9	0.4	0.9	1	-12	4	-1.4
Cc1cccc(OCC(=O)N2CCC(N3CCCCCC3)CC2)c1	1756	13	-1	1	92*	0.0	1	7	.	7	0.2
COC(=O)[C@@]1(Cc2ccc(OC)cc2)[C@H]2c3cc(C(=O)N(C)C)n(CCSCCO)c3C[C@H]2CN1C(=O)c1ccccc1	1548	1	12	11	65*	-0.7	0.9	5	-3	3	0.96
COc1ccc2c(c1)c1ncnc(N3CCN(Cc4ccc5c(c4)OCO5)CC3)c1n2C	1546	-2	7	-20	24	-0.9	1.2	3	-16	-9	-1.9
(listing goes on)
SMILES	TR-FRET SRC-2 ct	TLR4 MyD88 comp	PPARg SRC2 recr	bIAP inhibitor	L major viab	Redox H2O2 prof	bIAP act	PPARg SRC1 recr	S1P3 antag	PPARg SRC-3 ag	ROMK primary
CCOc1ccc(NCC(=O)N/N=C/C=C/c2ccccc2)cc1	1446	-8	8	11	-1	-0.1	0.9	8	-27	4	-1
CCOC(=O)c1[nH]c(C)c(C(=O)c2ccc(C)cc2)c1C	1841	-6	15	15	-2	0.0	0.9	0	.	13	3.4
Cc1nc(CCNC(=O)Cc2ccc(F)cc2)cs1	1386	-8	-10	18	-6	-0.4	0.8	4	.	2	.
CCOC(=O)c1c(NCc2ccccc2)n[nH]c1C	1576	3	2	16	-5	0.0	0.8	-1	7	0	0.14

Some entries already given, limited to bIAP inhibitor, ROMK primary and bIAP act:
SMILES | bIAP inhibitor | ROMK primary | bIAP act
CCOc1ccc(NCC(=O)N/N=C/C=C/c2ccccc2)cc1 | 11 | -1 | 0.9
CCOC(=O)c1[nH]c(C)c(C(=O)c2ccc(C)cc2)c1C | 15 | 3.4 | 0.9
